CHO-K1 Ca antag – counter-screen for M1 antagonists: effect in parental CHO-K1 cells; ATP-induced calcium, Fluo-8 fluorescence; inhibition, % at 3 µM; actives 0.6% (n = 360,000); AID 602250;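 active means inhibition above a per-plate cutoff, the plate's mean sample inhibition plus 3 SD, cut at about 24% in these data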;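 further: 0% = DMSO plus EC80 ATP and 100% = DMSO alone without ATP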
CHO parental Ca – counter-screen for OX1R antagonists: effect in parental CHO cells; parental CHO-K1, ATP-induced calcium, Fluo-8 fluorescence; inhibition, % at 5.6 µM; actives 0.63% (n = 330,000); AID 463079;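 active means inhibition above that plate's mean sample inhibition plus 3 SD, cut at about 26% in these data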;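 further: 0% = ATP-challenged DMSO wells and 100% = DMSO wells without ATP; some compounds past the cut are filed as inactive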
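Measured by: calcium-sensitive Fluo-8 fluorescence / Test system: CHO parental line / Controls: ATP-challenged DMSO wells low, unchallenged DMSO wells high / Measure: % inhibition / Compound: single nominal dose of 5.6 µM per compound / Replicates: single well per compound, no replicates / Reagent: ATP as calcium-mobilizing challenge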
M1 ag parental – counter-screen for M1 agonists: effect in parental CHO-K1 cells; Fluo-8 calcium fluorescence; scaled to maximal ATP response, vehicle zero; actives 0.48% (n = 360,000); activation, % at 3 µM; in the data active means activation above about 15%;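 further: untransfected CHO-K1 host cells lacking M1 receptor as counterscreen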
OXTR potentiator – potentiates the human oxytocin receptor response. P30559. CHO-OTR cells, Fluo-8 calcium fluorescence, potentiator mode; 0% = oxytocin EC15, 100% = EC100. activation, % at 3 µM. actives 0.061% (n = 320,000);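 active means activation above that plate's cutoff, the mean activation of tested compounds plus 3 SD, cut at about 6.6% in these data, passing the limit was not always enough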;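 further: 100% uses oxytocin at 75 nM as the full agonist control; some results filed as inactive read as strong as hits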
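Measured by – Fluo-8 calcium dye fluorescence · Test system – human OTR in CHO cells · Dosing – one concentration, 3.0 µM compound · Controls – EC15 oxytocin alone as 0%, 75 nM oxytocin as 100% · Evaluation – normalized max/min fluorescence ratio, % activation · Timing – 6 min pre-incubation, 100 s read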
TAAR1 antag – human TAAR1 antagonism; Q96RJ0; CHO RD-HGA16 TAAR1, Fluo-8 calcium fluorescence, antagonist; inhibition, % at 3 µM; actives 1.5% (n = 360,000);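 active means inhibition above a per-plate cutoff, the mean inhibition of test compounds on that plate plus 3 SD, cut at about 49% in these data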;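 further: 0% = DMSO plus EC80 beta-PEA response and 100% = DMSO alone without agonist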
Target sequence (Q96RJ0 whole entry, looked up): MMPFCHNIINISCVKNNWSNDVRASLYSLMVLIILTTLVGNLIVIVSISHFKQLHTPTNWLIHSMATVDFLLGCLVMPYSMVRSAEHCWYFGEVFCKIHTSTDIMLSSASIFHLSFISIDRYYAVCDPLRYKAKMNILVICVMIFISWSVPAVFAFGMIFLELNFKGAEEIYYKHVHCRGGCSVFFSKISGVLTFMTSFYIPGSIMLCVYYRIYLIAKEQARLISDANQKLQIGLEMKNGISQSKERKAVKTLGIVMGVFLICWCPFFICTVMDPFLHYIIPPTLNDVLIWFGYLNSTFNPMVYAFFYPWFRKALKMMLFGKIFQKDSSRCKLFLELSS
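Test system – hTAAR1-expressing CHO RD-HGA16 cells, Gα16-coupled · Also added – β-PEA at EC80 concentration, post-compound challenge · Compound – 3 µM, single point · Incubation – dye loading 75 min at 37 °C, then 30 min room temperature · Measured by – Fluo-8 intracellular calcium dye fluorescence, real-time kinetic reads · Benchmarks – vehicle and agonist controls · Replicates – singlicate, one well per test compound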
TAAR1 ag – human TAAR1 agonism | CHO RD-HGA16 TAAR1, Fluo-8 calcium fluorescence; vehicle wells 0%, saturating PEA agonist 100% | Q96RJ0 | AID 624467 | actives 0.99% (n = 360,000) | activation, % at 3 µM;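 active means activation above the mean activation of all test compounds in the run plus 3 SD, cut at about 38% in these data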
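Signal – calcium-sensitive Fluo-8 signal, excitation 470-495, emission 515-575 nm · System – RD-HGA16 (CHO) cells co-expressing Gα16 and hTAAR1 · Incubation – 17-24 h seeding, 75 min 37 °C dye, 30 min RT · Compound dosing – 3 µM single concentration · Repeats – no replicates (n 1)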
CHO-K1 Ca PAM – nonselective activator or artifact in parental CHO-K1 calcium assay; activation, % at 3 µM; actives 0.02% (n = 360,000); AID 602247; ATP EC20, Fluo-8 calcium fluorescence; 0% at ATP EC20, 100% at ATP max;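 active means activation above the run cutoff, the mean activation of all test compounds plus 3 SD, cut at about 40% in these data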;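 further: peak over basal fluorescence ratio in a 140 s read after ATP addition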
M1 ag – human M1 muscarinic receptor agonism. P11229. CHO-K1 hM1, Fluo-8 calcium fluorescence, agonist mode; 0% DMSO, 100% acetylcholine EC100. activation, % at 3 µM. actives 0.33% (n = 360,000). AID 588814;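 active means activation above the run's mean compound activation plus 3 SD, cut at about 16% in these data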;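 further: peak over basal fluorescence ratio within a 140 s kinetic read after compound addition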
Target sequence (P11229 whole entry, looked up): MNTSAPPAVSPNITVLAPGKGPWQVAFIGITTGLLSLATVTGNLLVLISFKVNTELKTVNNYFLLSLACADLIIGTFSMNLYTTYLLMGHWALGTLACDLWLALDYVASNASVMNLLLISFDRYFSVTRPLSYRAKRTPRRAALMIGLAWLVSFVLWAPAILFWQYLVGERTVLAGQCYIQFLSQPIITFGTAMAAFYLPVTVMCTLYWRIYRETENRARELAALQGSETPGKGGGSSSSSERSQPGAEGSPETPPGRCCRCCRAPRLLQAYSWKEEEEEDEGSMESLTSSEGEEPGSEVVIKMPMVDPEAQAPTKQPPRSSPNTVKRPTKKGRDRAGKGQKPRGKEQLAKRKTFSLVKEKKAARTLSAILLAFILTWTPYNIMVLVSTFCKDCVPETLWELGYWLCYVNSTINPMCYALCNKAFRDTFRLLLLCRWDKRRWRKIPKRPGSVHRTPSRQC
M1 antag – antagonists of human M1 muscarinic receptor; P11229; actives 1.3% (n = 360,000); CHO-K1 hM1, Fluo-8 calcium fluorescence, ACh EC80 antagonist; inhibition, % at 3 µM;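 active means percent inhibition above its own plate's cutoff, namely the mean of that plate's compound wells plus 3 SD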;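 further: peak over basal fluorescence ratio during 140 s after agonist addition; 0% = ACh EC80 plus DMSO and 100% = DMSO alone without agonist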
Starred values were filed as active, the others as inactive; nt = not tested or not shown.

nr	compound	CHO-K1 Ca antag	CHO parental Ca	M1 ag parental	OXTR potentiator	TAAR1 antag	TAAR1 ag	CHO-K1 Ca PAM	M1 ag	M1 antag
1	Cc1cc(=O)oc2c1c(C(F)(F)F)nn2-c1ccccc1	-6	-7	-0.7	2	-45	5	3	-5	-9
2	CCOC(=O)c1ccccc1NC(=O)Cn1c(=O)n(Cc2ccccc2)c(=O)c2c(C)c(C)sc21	4	-2	0.0	-1	-3	2	13	-4	-17
3	FC(F)(F)c1cccc(CNC2CCN(Cc3ccccc3)CC2)c1	3	-18	-0.2	-14	-17	4	-5	-9	4
4	O=C(CN(C(=O)c1ccccc1Cl)N1C(=O)CCCC1=O)c1ccc(Cl)cc1	-14	0	0.6	-5	7	1	17	-5	-9
5	CCc1nc2ccc(C(=O)Nc3cc(-c4ccccc4)ccc3OC)cn2c1N(CCN(C)C)CC1CC1	12	nt	0.5	nt	13	5	-8	7	22
6	CC(=O)c1ccc(NC(=O)C(C)OC(=O)c2ccc(NS(=O)(=O)c3ccc4[nH]c(=O)[nH]c4c3)cc2)cc1 (stereo not given)	-11	nt	-0.1	nt	-21	4	3	-3	-4
7	O=C(NCCc1ccccc1)c1ccc2c(c1)S(=O)(=O)N=C1CCCCCN12	-8	-18	0.7	-6	10	5	-8	-6	-9
8	Cc1ccc(S(=O)(=O)CCC(=O)OCC(=O)NC(C)c2ccc(F)cc2)cc1 (stereo not given)	-9	-17	0.4	-2	-8	-1	14	-4	-11
9	CCCCC(CC)CNC(=O)Cn1c(=O)[nH]c2ccsc2c1=O (stereo not given)	-13	-2	0.5	0	11	-1	19	-1	-4
10	O=C(Cc1cccs1)Nc1nc(-c2ccc(F)c(F)c2)cs1	4	-5	5.6	-10	72*	7	5	-7	18
11	COc1cc(CC(=O)OCC(=O)Nc2cc([N+](=O)[O-])ccc2F)cc(OC)c1OC	-17	-6	2.1	-3	17	0	13	-2	-11
12	C=CCOc1ccc(/C=C/C(=O)OCC(=O)N(C)CC(=O)Nc2ccc(F)cc2)cc1	2	6	-0.1	-9	2	5	-17	-2	6
13	NC(=S)N/N=C/c1c(O)ccc2ccccc12	20	8	0.1	1	-10	3	-5	4	1
14	COc1cccc(-c2cnc3c(NC=O)cc(-c4ccncc4)cn23)c1	-5	nt	2.2	nt	-17	4	10	-6	-7
15	CC(C)c1ccc(S(=O)(=O)N2CCN(CC(O)CN3CCOCC3)CC2)cc1 (stereo not given)	-20	-13	0.9	-2	4	27	15	-6	-7
16	N#C/C(=C\c1ccc([N+](=O)[O-])cc1)c1nc(C2CC2)cs1	-12	18	0.6	-11	18	5	22	-6	3
17	COc1ccc(-c2csc(NC(=O)CSc3ccc(Br)cc3)n2)c(OC)c1	-14	-14	0.3	-7	-17	0	17	-7	-7
18	COc1ccc(C(CNC(=O)c2cccc(S(=O)(=O)N3CCCCC3)c2)N2CCCC2)cc1 (stereo not given)	-15	-26	0.1	-3	-6	10	14	-8	-12
19	CC(CNC(=O)c1cc(Cl)ccc1[N+](=O)[O-])NC(=O)c1cc(Cl)ccc1[N+](=O)[O-] (stereo not given)	-8	-28	1.9	-8	-14	10	17	-1	9
20	Cc1c(C(=O)N2CCCC2)c(S(=O)(=O)NCCc2ccccc2)c(C)n1C	-14	-18	0.2	4	-25	28	6	-3	-10
21	Cc1ccc(C)c(NC(=O)COC(=O)CSc2ccccc2)c1	3	3	-0.5	-4	-14	-1	14	-3	-10
22	N#CC1=C(N)N(c2ccccc2Sc2ccccc2)C(=O)C1	-5	-12	0.8	-26	1	17	5	-3	5
23	Cc1ccc(CNC(=O)CSc2nnc(CNC(=O)c3ccccc3)o2)cc1	-6	-10	0.4	-2	-14	1	26	-1	-18
24	COc1ccc(-c2cc(C(F)(F)F)nc(N3CCN(C)CC3)n2)cc1OC	-8	-10	-0.1	-11	-3	13	-1	1	0
25	S=c1[nH]nc(-c2cccnc2)n1-c1ccccc1	-9	-2	0.1	-4	-5	2	8	-5	7
26	CCN1CCCC1CNC(=O)COc1cc(=O)n(C)c2ccccc12 (stereo not given)	-3	-4	0.5	-1	12	7	22	-7	-13
27	NC(=S)Nc1cnc2ccccc2c1	9	-9	-0.2	-8	-3	5	-4	-2	-2
28	CCOCCc1nnc(NC(=O)CCc2ccccc2)s1	-7	-1	-0.8	-3	-5	3	-1	3	-12
29	CC1CCCC(C)N1c1nnc(N)s1 (stereo not given)	2	-12	0.1	-2	-32	1	-4	-4	-1
30	COCCCn1c(=O)/c(=C/c2ccccc2OC(F)F)s/c1=C(\C#N)C(=O)NCCOC	-4	nt	0.3	nt	-10	4	7	-3	-6
31	COc1ccc(NC2=CC(=O)CC(C)(C)C2)cc1	3	-7	0.4	1	-11	3	18	-7	-16
32	COc1cc(OC)cc(C2=Cc3ccccc3C(CC(C)=O)N2c2ccc(C#CCCO)cc2)c1 (stereo not given)	-3	nt	0.1	nt	9	6	-11	nt	nt
33	O=S(=O)(c1cc(F)cc(F)c1)N1CCN(c2ncccn2)CC1	2	-4	0.3	-15	4	0	-7	-4	-4
34	Cc1ccc2c(c1)NC(=O)C(CC(=O)NCCN(C)C)O2 (stereo not given)	4	-16	0.4	-6	-11	2	6	-14	5
35	S=C(N=Nc1ccccc1)NNc1ccccc1	17	-10	-0.6	-2	3	0	-8	-8	5
36	Cc1cc(=O)n(C)c(=O)n1CCCCOc1ccc([N+](=O)[O-])cc1	-3	0	4.9	-12	12	3	18	-12	4
37	CCOc1ccccc1N(CC(=O)Nc1ccc(C)cc1)S(C)(=O)=O	-12	-15	0.3	-10	-9	1	17	2	1
38	COc1ccc(NC(=O)Nc2cccnc2)cc1	-10	-1	0.8	-1	0	10	9	-4	-11
39	O=C(O)CCN1C(=O)c2ccc(NC(=O)C(c3ccccc3)c3ccccc3)cc2C1=O	-7	-2	0.0	-1	-21	2	19	-5	-22
40	COC(=O)Cc1cc(=O)n2c(nc3ccccc32)[nH]1	2	12	0.7	-8	-4	2	1	0	7

Ordered by value in M1 antag (falling): 3 of the compounds above.
entry	SMILES	TAAR1 antag	M1 antag
12	C=CCOc1ccc(/C=C/C(=O)OCC(=O)N(C)CC(=O)Nc2ccc(F)cc2)cc1	2	6
6	CC(=O)c1ccc(NC(=O)C(C)OC(=O)c2ccc(NS(=O)(=O)c3ccc4[nH]c(=O)[nH]c4c3)cc2)cc1 (stereo not given)	-21	-4
39	O=C(O)CCN1C(=O)c2ccc(NC(=O)C(c3ccccc3)c3ccccc3)cc2C1=O	-21	-22

Reformatted: 12 of the compounds above
29	CC1CCCC(C)N1c1nnc(N)s1 (stereo not given)
30	COCCCn1c(=O)/c(=C/c2ccccc2OC(F)F)s/c1=C(\C#N)C(=O)NCCOC
31	COc1ccc(NC2=CC(=O)CC(C)(C)C2)cc1
32	COc1cc(OC)cc(C2=Cc3ccccc3C(CC(C)=O)N2c2ccc(C#CCCO)cc2)c1 (stereo not given)
33	O=S(=O)(c1cc(F)cc(F)c1)N1CCN(c2ncccn2)CC1
34	Cc1ccc2c(c1)NC(=O)C(CC(=O)NCCN(C)C)O2 (stereo not given)
35	S=C(N=Nc1ccccc1)NNc1ccccc1
36	Cc1cc(=O)n(C)c(=O)n1CCCCOc1ccc([N+](=O)[O-])cc1
37	CCOc1ccccc1N(CC(=O)Nc1ccc(C)cc1)S(C)(=O)=O
38	COc1ccc(NC(=O)Nc2cccnc2)cc1

Screen / compound no.	29	30	31	32	33	34	35	36	37	38
CHO-K1 Ca antag	2	-4	3	-3	2	4	17	-3	-12	-10
CHO parental Ca	-12	nt	-7	nt	-4	-16	-10	0	-15	-1
M1 ag parental	0.1	0.3	0.4	0.1	0.3	0.4	-0.6	4.9	0.3	0.8
OXTR potentiator	-2	nt	1	nt	-15	-6	-2	-12	-10	-1
TAAR1 antag	-32	-10	-11	9	4	-11	3	12	-9	0
TAAR1 ag	1	4	3	6	0	2	0	3	1	10
CHO-K1 Ca PAM	-4	7	18	-11	-7	6	-8	18	17	9
M1 ag	-4	-3	-7	nt	-4	-14	-8	-12	2	-4
M1 antag	-1	-6	-16	nt	-4	5	5	4	1	-11

39	O=C(O)CCN1C(=O)c2ccc(NC(=O)C(c3ccccc3)c3ccccc3)cc2C1=O
40	COC(=O)Cc1cc(=O)n2c(nc3ccccc32)[nH]1

Screen / compound no.	39	40
CHO-K1 Ca antag	-7	2
CHO parental Ca	-2	12
M1 ag parental	0.0	0.7
OXTR potentiator	-1	-8
TAAR1 antag	-21	-4
TAAR1 ag	2	2
CHO-K1 Ca PAM	19	1
M1 ag	-5	0
M1 antag	-22	7

(list continues)
nr	compound	CHO-K1 Ca antag	CHO parental Ca	M1 ag parental	OXTR potentiator	TAAR1 antag	TAAR1 ag	CHO-K1 Ca PAM	M1 ag	M1 antag
41	COC(=O)CNC(=O)c1cc(-c2ccncc2)nc2ccc(C)cc12	nt	-8	nt	-3	-17	2	nt	nt	nt
42	O=S(=O)(Nc1ccc(Nc2ccccc2)cc1)c1ccc(F)cc1	24*	3	-0.5	-9	-12	14	-26	0	-10
43	CCn1c(=O)c2c(n3c(=S)[nH]nc13)-c1ccccc1CC21CCCCC1	9	-21	11	-11	-4	2	12	-9	8
44	CC1CCC2(CC1)NC(=O)c1ccccc1O2 (stereo not given)	-3	0	5.5	-14	-7	14	14	-6	-12
45	COc1ccc(C(=O)OCC(=O)Nc2ccc(F)c(F)c2)cc1OC	-6	-22	2.4	-13	13	8	18	0	-19
46	COCOCCn1cc(CN2CCS(=O)(=O)N(Cc3ccc(-c4ccc(F)nc4)cc3)C(C)C2=O)nn1 (stereo not given)	-15	nt	0.0	nt	0	0	-7	-1	-12
47	COc1ccc(CCC(=O)OCC(=O)Nc2sccc2C(N)=O)cc1	34*	33*	16*	-8	28	11	-21	2	39*
48	COC(=O)c1ccc(NC(=O)COC(=O)C2CCC2)cc1	-8	-5	0.5	-2	-28	3	12	2	-25
49	CCOC(=O)c1ccc(NC(=O)C2(c3ccc(OC)cc3)CCCC2)cc1	-6	-15	0.9	-10	23	20	1	-2	12
50	CC(C)Cc1nnc(NC(=O)CCC(=O)N2CCN(S(=O)(=O)c3ccccc3)CC2)s1	-3	-8	1.8	-4	-22	5	19	-7	-10

Bioassay records deposited in PubChem by The Scripps Research Institute Molecular Screening Center.
